Source: PubChem BioAssay
TDP1 inh – TDP1 (human) enzyme inhibition. Potency, µM (highest dose often 130 µM), inactives show at the highest dose activity change, negative = inhibition, actives largely listed as inhibitors. AID 485290. recombinant TDP1, AlphaScreen DNA substrate cleavage. hit rate 0.28% among 350,000. Q9NUW8; note: nearly all actives have a fitted effect of over 40% in size
Target sequence (Q9NUW8 whole entry, looked up): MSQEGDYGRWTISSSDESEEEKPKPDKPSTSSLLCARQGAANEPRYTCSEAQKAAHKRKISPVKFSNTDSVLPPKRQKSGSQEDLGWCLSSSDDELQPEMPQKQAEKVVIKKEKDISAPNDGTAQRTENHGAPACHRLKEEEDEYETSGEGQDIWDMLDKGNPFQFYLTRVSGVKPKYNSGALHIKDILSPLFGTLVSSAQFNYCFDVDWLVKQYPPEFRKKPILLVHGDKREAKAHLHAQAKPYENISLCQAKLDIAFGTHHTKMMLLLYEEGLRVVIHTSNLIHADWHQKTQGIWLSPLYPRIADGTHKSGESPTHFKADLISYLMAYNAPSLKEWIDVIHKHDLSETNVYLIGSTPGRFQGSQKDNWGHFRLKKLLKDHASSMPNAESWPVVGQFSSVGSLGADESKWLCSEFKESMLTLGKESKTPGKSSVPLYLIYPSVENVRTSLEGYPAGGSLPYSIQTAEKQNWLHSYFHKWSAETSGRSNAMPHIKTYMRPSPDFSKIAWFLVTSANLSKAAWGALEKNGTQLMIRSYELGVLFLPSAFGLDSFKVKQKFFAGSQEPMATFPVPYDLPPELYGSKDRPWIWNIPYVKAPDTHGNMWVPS
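Steps: enzyme plus compound, 15 min RT; add biotin/phosphotyrosine-FITC oligonucleotide (15 nM final), react 5 min; add donor/acceptor beads (10 ug/ml final), 10 min; read AlphaScreen. Tdp1 at 1 nM final.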
N370S GC mod – N370S glucocerebrosidase modulation, Gaucher chaperone candidate | N370S GC spleen homogenate, 4MU-glucoside fluorescence | Potency, µM (highest dose often 59.4 µM), for the others: at the top dose activity change, negative = inhibition, hits mostly inhibitors | hit rate 0.092% among 330,000;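 note: 0% = full enzyme activity and -100% = no enzyme basal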
DT40 TDP1 no CPT – qHTS for Inhibitors of human tyrosyl-DNA phosphodiesterase 1 (TDP1): qHTS in cells in absence of CPT; Potency, µM (doses to about 46.2 µM), for inactives: top-dose activity change, negative = growth inhibition, most hits filed as inhibitors; DT40 Tdp1-/- hTDP1 cells, no CPT, ATP luminescence, 48 h; hit rate 15% among 420,000; AID 686978, 2013; note: nearly all actives have a fitted effect of over 55% in size
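Stably hTDP1-transfected Tdp1-null chicken DT40 cells were treated with library compounds minus camptothecin and grown for at least 48 hr at 37 °C, after which cellular ATP was quantified by luminescence.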
Active calls of the source: *; ? = inconclusive; . = no result given; & = joins results of further samples; [ ] = dose if it differs, or a comment. Calls come from the whole dose curve; as a rule, active = well fitted curve in the direction sought with a large enough effect; inconclusive = small, poorly fitted or top-dose-only effect, or another doubt; inactive = no such curve, though single readings can be large; an effect the other way counts as inactive or inconclusive. Unless noted, % is set by controls: 0 for no effect and ±100 for the full control effect; potency is the fitted concentration of half-maximal effect.

SMILES	TDP1 inh	N370S GC mod	DT40 TDP1 no CPT
COC(=O)C1CN(C(=O)COc2ccc(C)c(C)c2)c2ccccc2O1 (stereo not drawn)	.	-3%	2%
CCCCN1CC(=O)N2[C@H](c3ccc(Cl)cc3)[C@@H]3C(=O)N(CC)C(=O)[C@@H]3[C@]2(C)C1=O	.	1%	-4%
CCCCCC1C(=O)CCC1CC(=O)OC (stereo not drawn)	6%	3%	5%&17%
CCOC(=O)N1CCN(c2c(NCC3CCN(Cc4cccc(C)c4)CC3)c(=O)c2=O)CC1	-1%	3%	8%
COc1ccc(C)cc1NC(=O)c1cn(C)c(=O)c2cc(OC)c(OC)cc12	2%	.	-20%
CC(Sc1nnc(C2CC2)n1-c1ccccc1)C(=O)N1CCNC1=O (stereo not drawn)	2%	-13%	-20%
CCC(C)NC(=O)Cn1cnc2sc(C)c(S(=O)(=O)N3CCN(c4ncccn4)CC3)c2c1=O (stereo not drawn)	-5%	-2%	2%
CCOC(=O)c1sc2nc(CC(=O)OC)nc(NCCN(CC)CC)c2c1C	-2%	-4%	-30%
Cc1oc(-c2cccc(Cl)c2)nc1Cn1c(SCc2ccc(F)cc2)nc2cccnc21	2%	.	26µM*
Cc1cccc(C(=O)Nc2ccccc2C(=O)Nc2ccc(C(=O)O)cc2)c1	.	3%	0%
COc1cccc(NC(=S)N(Cc2ccco2)C(C)c2ccco2)c1 (stereo not drawn)	4%	1%	-21%
CC1=CC(=O)c2ccccc2C1=O	6%	-14%	4.6µM*
COc1ccc(C2Nc3ccccc3C(=O)N2c2ccccc2)cc1CSc1ccccn1 (stereo not drawn)	0%	?	?
Cc1ccc(C2=NS(=O)(=O)N(C)C(C(=O)NCc3cccs3)=C2)cc1	.	9%	-25%
O=C(CCC(=O)Nc1ccc(Br)cc1)N/N=C/c1ccc(F)cc1	.	-8%	-2%
CCN(CC)CCCn1c2c(c(SCC(=O)Nc3ccc4c(c3)OCCO4)nc1=O)CCC2	1%[0.505 µM]	-5%	-25%
Clc1ccc(OCc2nn3c(-c4ccco4)nnc3s2)c(Cl)c1	-1%	-3%	-21%
COCc1ccc(CN2CCCC(CCC(=O)NCc3ccc(C)o3)C2)o1 (stereo not drawn)	3%	5%	10%
COc1ccc2ccccc2c1/C=N/N1C(=O)CSC1=S	3%	-14%	-21%
O=C(CC(c1cccs1)N1Cc2ccccc2C1=O)Nc1ccc(F)cc1 (stereo not drawn)	3%	.	?
O=C(COC(=O)[C@@H]1CCCN1S(=O)(=O)c1ccc(Cl)cc1)NC1CC1	3%	-6%	-11%
CC(=O)c1ccc(S(=O)(=O)N2CCN(C(C)C(=O)N(C)Cc3ccccc3)CC2)cc1 (stereo not drawn)	1%	.	?
N#CC1(c2ccccc2)CCC(=O)N1Cc1ccccc1 (stereo not drawn)	.	4%	?
O=C(CN(CCc1ccccc1)C(=O)CN1C(=O)COc2ccccc21)NCc1ccco1	0%	13%	-20%
Cc1ccc(CN(Cc2ccco2)C(=O)c2ccc(OCC(C)C)cc2)cc1	-1%	.	16µM*
Cc1ccc2cccc(OCc3cccc([N+](=O)[O-])c3)c2n1	.	-6%	-9%
O=c1[nH]c2ccccc2n2c(-c3ccncc3)nnc12	-2%	7%	-4%
COc1ccc(S(=O)(=O)c2nnn(-c3cc(Cl)c(OC)cc3OC)c2C)cc1	-2%	.	-19%
O=C(COc1ccc(F)cc1)N1CCCc2ccccc21	1%	5%	?
O=C(Nc1ccc(Cl)cc1)c1nc[nH]c1C(=O)N1CCN(c2ccccc2)CC1	4%	.	3%
O=S(=O)(/N=C(/Nc1nc2ccccc2s1)c1ccccc1)c1ccccc1	1%[56.1 µM]	.	0%
CCCCNC(=S)N/N=C/c1sccc1C	2%	9%	1.5µM*
CCOc1ccc(CCNC(=O)CSc2cc(=O)n(CC)c3ccccc23)cc1OCC	3%	22%	?
CCN(CC)CCCN(Cc1cc2cc(OC)ccc2[nH]c1=O)C(=O)Nc1ccc(F)cc1	6%	1%	21µM*
Cc1ccc(CNC(=O)c2c(-c3ccccc3)sc3ccccc23)o1	0%	.	16µM*
Cc1ccsc1CN1CCc2nc(N3CCN(c4ccccc4F)CC3)ncc2C1	4%	.	?
Cc1nnc(NC(=O)CN2CCN(Cc3ccc(F)cc3Cl)CC2)s1	.	-3%	-1%
O=[N+]([O-])c1ccc(CNc2ccc(Cl)cc2)s1	11%	-6%	-14%
COC(=O)COc1ccc2cccc(-n3cnnn3)c2c1	3%	9%	-19%
CCc1ccccc1NS(=O)(=O)c1ccc(OC)c2ncccc12	3%&14%	-3%	10µM*
O=C(Cc1ccc(Cl)cc1)Nc1ccc(S(=O)(=O)N2CCOCC2)cc1	.	-11%	-38%
COC(=O)[C@]1(C)CCC[C@@]2(C)C3CC[C@@]4(C)C[C@]3(CCC21)CC4=NO (stereo partly drawn)	0%	.	21µM*
Cc1cc(C)c(NC(=O)C(=O)NCc2ccco2)c(C)c1	-4%	-10%	-19%
O=C(CCc1nnc(-c2ccc3c(c2)OCO3)o1)NC(c1cccnc1)C(F)(F)F (stereo not drawn)	-6%	5%	?
Nc1nc(SCC(=O)Nc2cccc([N+](=O)[O-])c2)n[nH]1	2%	.	-21%
CCCn1nnc(NC(=O)/C=C/c2ccccc2)n1	-3%	-10%	-2%
COc1ccccc1NC(=O)CCCC(=O)OCC(=O)c1ccc(F)cc1	0%	-1%	3%
N[C@@H](Cc1ccc(O)cc1)c1nnc([C@H](CO)NC(=O)C2CCNCC2)o1	5%	-6%	-5%
CCN1C(=O)CC(Sc2ccccc2C(=O)O)C1=O (stereo not drawn)	-7%	4%	4%
CCC(Oc1ccccc1)C(=O)Nc1cccc(OCc2cc(=O)n3cccc(C)c3n2)c1 (stereo not drawn)	3%	.	16µM*

As entered above.
`O=C(CCc1nnc(-c2ccc3c(c2)OCO3)o1)NC(c1cccnc1)C(F)(F)F` (stereo not drawn) in N370S GC mod → 5%
`COc1ccccc1NC(=O)CCCC(=O)OCC(=O)c1ccc(F)cc1` in N370S GC mod → -1%
`O=C(Cc1ccc(Cl)cc1)Nc1ccc(S(=O)(=O)N2CCOCC2)cc1` in N370S GC mod → -11%
`Nc1nc(SCC(=O)Nc2cccc([N+](=O)[O-])c2)n[nH]1` in DT40 TDP1 no CPT → -21%

Compounds from the list above with a thiophene ring, fused or not (8):
SMILES	TDP1 inh	N370S GC mod	DT40 TDP1 no CPT
CCC(C)NC(=O)Cn1cnc2sc(C)c(S(=O)(=O)N3CCN(c4ncccn4)CC3)c2c1=O (stereo not drawn)	-5%	-2%	2%
CCOC(=O)c1sc2nc(CC(=O)OC)nc(NCCN(CC)CC)c2c1C	-2%	-4%	-30%
Cc1ccc(C2=NS(=O)(=O)N(C)C(C(=O)NCc3cccs3)=C2)cc1	.	9%	-25%
O=C(CC(c1cccs1)N1Cc2ccccc2C1=O)Nc1ccc(F)cc1 (stereo not drawn)	3%	.	?
CCCCNC(=S)N/N=C/c1sccc1C	2%	9%	1.5µM*
Cc1ccc(CNC(=O)c2c(-c3ccccc3)sc3ccccc23)o1	0%	.	16µM*
Cc1ccsc1CN1CCc2nc(N3CCN(c4ccccc4F)CC3)ncc2C1	4%	.	?
O=[N+]([O-])c1ccc(CNc2ccc(Cl)cc2)s1	11%	-6%	-14%

Carrying on:
SMILES	TDP1 inh	N370S GC mod	DT40 TDP1 no CPT
Cc1cc(C(=O)N/N=C/c2ccc[nH]2)no1	2%	10%	18µM*
O=C(NCCOc1ccccc1F)C1CCC(=O)N(CC2CCCCC2)C1 (stereo not drawn)	.	-11%	4%
Cc1nc(C#N)c(NCc2ccc3c(c2)OCO3)o1	0%	-9%	-29%
O=C(NC(=S)NCc1ccccc1)c1cccc(Cl)c1	1%	13%	?
O=C(Nc1ccc2ncccc2c1)c1ccccc1Cl	-3%	-24%	5%
COC(=O)c1ccc(NC(=O)Nc2ccc(OC)cc2)cc1	2%	-22%	?
COc1ccc(CN2CCc3c([nH]c4ccccc34)C2)cc1Br	.	-13%	?
CN(Cc1ccco1)c1cc(-c2ccc3c(c2)OCO3)ncn1	.	23%	-23%
O=C(Nc1cccnc1)c1cc([N+](=O)[O-])ccc1Cl	.	-2%	-30%
CCOC(=O)C1=C(CSc2nccn2C)NC(=O)NC1c1ccc(OC)cc1 (stereo not drawn)	1%	.	-28%
COc1ccccc1-c1cc(C(=O)N/N=C/c2sccc2C)c2ccccc2n1	-3%	2%	1µM*
O=C(COc1ccccc1)OCC(=O)c1c[nH]c2ccccc12	0%	.	-25%
CCCc1c(C(=O)N/N=C(\C)c2ccc(O)cc2)nnn1-c1nonc1N	9%	-7%	0%
Cc1csc2ncnc(NC3CCN(Cc4ccccc4)CC3)c12	6%	-20%	0.65µM*
CCCN(CCC)C(=O)c1cc2c(=O)[nH]c3ccc(C)cc3c2s1	2%	14%	16µM*
O=C(CN1CCN(C(c2ccccc2)c2ccccc2)CC1)Nc1ccc(N2CCOCC2)cc1	0%	6%	9%
Cc1ccc(-n2c3c(cc(-c4nc(-c5ccc(Cl)cc5)cs4)c2=O)C(=O)CC(C)(C)C3)cc1	-3%	.	-4%
COc1ccc2nc(NC(=O)CSc3nnc4n3C(C)(C)Cc3ccccc3-4)sc2c1	-4%	4%	-15%
CC(=O)c1cccc(NS(=O)(=O)c2cc(-c3onc(C)c3C)ccc2C)c1	8%	.	-20%
Cc1sc2nc(-c3cccnc3)nc(Cl)c2c1-c1ccccc1	3%	5%	-21%
CCC1(C)Cc2ccccc2-c2nc(NCCO)n(-c3ccccc3)c(=O)c21 (stereo not drawn)	0%	?	4.6µM*
CC(Oc1ccc2c(c1)oc(=O)c1ccccc12)C(=O)NCCN1CCOCC1 (stereo not drawn)	-2%	?	8%
Cc1ccc(CNCc2ccc3c(c2)n(C)c(=O)n3C)cc1	2%	.	-15%
Cc1ccc(NC(=O)CSc2nccn2Cc2ccco2)cc1Cl	3%	.	?
O=C(Cn1c2ccc(F)cc2c2nc3n(c(=O)c21)CCS3)NC1CCCC1	-17%	-5%	4%
COc1ccc(CNC(=O)/C=C/c2ccc(OCCCF)cc2)cc1OC	0%	12%	?
CC(C)=CCC[C@](C)(OC1OC(COC2OCC(O)C(O)C2O)C(O)C(O)C1O)C1CC[C@]2(C)C1C(O)CC1[C@@]3(C)CCC(O[C@@H]4O[C@H](CO)C(O)C(O)C4O[C@@H]4OC(CO)C(O)C(O)C4O)C(C)(C)C3CC[C@]12C (stereo partly drawn)	1%	.	-16%
CC(=O)Nc1ccc(S(=O)(=O)N2CCC(C(=O)O)CC2)cc1	2%	4%	-1%
CCOC(=O)c1sc(=S)n(-c2ccccc2)c1SC	7%	0%	-23%
Cc1cc2nnc(SCC(=O)NCC(c3ccccc3)N(C)C)n2c2ccccc12 (stereo not drawn)	4%	2%	4%
COc1cc(OC)c(NC(=O)C2CCN(S(=O)(=O)c3ccc4c(c3)CC(C)N4C(C)=O)CC2)cc1Cl (stereo not drawn)	4%	-2%	?
Cc1cnc(NC(=O)Cc2ccccc2F)s1	7%	2%	21µM*
COc1cc(C(=O)N(Cc2ccc(C)o2)C2CCS(=O)(=O)C2)cc(OC)c1OC (stereo not drawn)	4%	4%	14%
Cc1cc(C)nc(SCCc2ccncc2)n1	3%	-14%	?
Cc1noc(C)c1C(=O)N(CC(=O)Nc1ccccc1Br)Cc1ccco1	-1%	.	2%
CCCN(CC1CC1)C(=S)Nc1ccc(Oc2ccccc2)cc1	8%	1%	16µM*
CCCCCCn1c(NCC)nc2c1c(=O)n(C)c(=O)n2C	2%	-8%	2.6µM*
COc1ccccc1C(=O)Oc1ccccc1C(=O)Nc1ccccc1	-3%	9%	?
CCNCC(O)COCC(O)CNCC (stereo not drawn)	1%	15%	7%
O=C(CC1C(=O)NCCN1Cc1cccc(C(F)(F)F)c1)NCCCOc1cccnc1 (stereo not drawn)	4%	-9%	-13%
O=C(/C=C/c1cccc([N+](=O)[O-])c1)N1CCOCC1	3%	7%	-11%
O=c1[nH]c2cc(Br)cnc2nc1/C=C(\O)c1ccc(F)cc1	-2%	10%	?
c1cc(-n2cnnn2)ccc1NC1=NCCC1	3%	0%	2%
NC(=O)CC(NC(=O)Cc1cccc2ccccc12)c1ccc(N2CCC(Cc3ccccc3)CC2)c([N+](=O)[O-])c1 (stereo not drawn)	.	-6%	?
COc1ccc(NC(=O)N(CCN2CCCC2)Cc2cc3cc(OC)c(OC)cc3[nH]c2=O)cc1	6%	-4%	-25%
COC(=O)c1ccc(C(NC(=O)OCc2ccccc2)/C(=C/[C@@H](C)C(=O)NCC2CC2)c2cccnc2)cc1 (stereo partly drawn)	3%	-8%	.
Cc1ccc(N2C(=O)c3n[nH]c(C)c3C2c2ccco2)cc1 (stereo not drawn)	7%	3%	-26%
O=S(=O)(CCN1CCN(C(c2ccccc2)c2ccccc2)CC1)C(F)(F)F	4%	-13%	18µM*
Cc1c(CCO)c(=O)n(C)n1C(=O)c1ccc(Cl)cc1	4%	7%	-9%
Cc1ccc(S(=O)(=O)N2CCN(C)CC2)c2nsnc12	5%	-5%	9%
CSc1nc(-c2ccccc2F)c(C#N)c(=O)n1C	1%	0%	-28%

These rows are one share of the data. The share of hits here may be higher or lower than overall.
